Assay outcomes deposited in PubChem by Broad Institute.
PAX8 reporter: lowers PAX8-driven luciferase in RMG-I cells; 360,000 compounds, 1.2% hits; AID 652154; inhibition, % at 12.6 µM; RMG-I TPO-luciferase reporter, SteadyGlo, 24 h;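 active = mean replicate inhibition at least 60% with every replicate also reaching 60%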;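 note: luciferase light reporting Pax8 driven TPO promoter activity; plate controls were median of neutral control wells for no effect and mitoxantrone controls for full effect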
Cneo AK release: causes C. neoformans cell lysis | 360,000 compounds, 0.2% hits | adenylate kinase release luminescence, 4 h; normalised: neutral wells 0, clomiphene wells 100 | AID 651654 | lysis activity, % at 15 µM;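 active = mean lysis activity across replicates of at least 80%, whatever share of replicates individually reach that level; inactive = mean lysis activity below 80%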
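Assay system: Cryptococcus neoformans yeast cells / Dosing: single-point compound dose / Timing: 4 h at 37 °C static, read 1 h later / Measured by: luminescence of released adenylate kinase using an AK detection reagent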
CASP6 VEID inh: blocks human caspase-6 cleavage activity; P55212; purified caspase-6, Z-VEID-R110 cleavage fluorescence; inhibition, % at 12.5 µM; 350,000 compounds, 0.53% hits; AID 686996;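 active = mean inhibition across replicates at least about 35%, with every replicate also reaching that limit, limit read from the data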;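 note: 0% = median of neutral control wells and 100% = no fluorescence left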
Target sequence (P55212 24-179 limits assumed): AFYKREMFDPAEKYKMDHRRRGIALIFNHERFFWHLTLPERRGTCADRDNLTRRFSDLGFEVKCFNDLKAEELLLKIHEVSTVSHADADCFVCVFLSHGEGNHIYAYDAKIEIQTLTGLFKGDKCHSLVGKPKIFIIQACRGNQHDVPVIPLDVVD
Target sequence (P55212 194-293 limits assumed): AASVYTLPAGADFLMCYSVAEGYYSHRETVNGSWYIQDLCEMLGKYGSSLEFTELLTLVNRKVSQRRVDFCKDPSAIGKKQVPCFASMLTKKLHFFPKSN
FN deposition inh: fibronectin deposition inhibition. inhibition, % at 12.6 µM. AID 743247. AH1F fibroblasts, Alexa488-fibronectin deposition fluorescence, overnight. 350,000 compounds, 0.086% hits;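 active = mean inhibition across replicates of 30% or more, regardless of how many single replicates reach that level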;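 note: positive control wells lacked labelled fibronectin entirely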
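Schedule: 1 h cell adhesion before compound, then overnight fibronectin incubation; test system: AH1F fibroblast monolayer depositing Alexa488-labelled fibronectin into matrix; quantity: 10000 AH1F cells per well; probe or stimulus: fluorescent fibronectin at 24 nM final; signal: fluorescence, ex 485 nm, em 525 nm; evaluation: percent inhibition as loss of matrix-bound fibronectin fluorescence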
PGC1a acetyl inh: PGC1a acetylation modulation, inhibitor mode. inhibition, % at 15.6 µM. 350,000 compounds, 0.17% hits. U2OS PGC1a acetylation, AlphaScreen anti-acetyl-lysine; with virally co-expressed GCN5 acetyltransferase. AID 651687;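 active = every replicate shows inhibition of at least 40%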;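 note: 0% = neutral control wells and 100% = positive control wells; some results beyond the cut were filed as inactive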
LGR2 antag: blocks bursicon-induced cAMP signaling via Drosophila LGR2; HEK293 LGR2, CRE-luciferase, bursicon-stimulated, 4 h; inhibition, % at 9.99 µM; 380,000 compounds, 0.35% hits;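 active = drop in luminescence signal, shown as inhibition above about 50% in the replicate tests, limit read from the data, passing the limit was not always enough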;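 note: agonist challenge used bursicon conditioned medium at about half maximal strength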
miR-122 sensor: blocks miR-122 activity in Huh7 sensor cells. 340,000 compounds, 0.3% hits. activation (reporter increase), % at 12.5 µM. AID 602342. Huh7 miR-122 Renilla luciferase sensor, 48 h; neutral wells = 0, positive control = 100;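 active = mean replicate activation score at least 90 and every replicate individually at or above 90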;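 note: higher luciferase means less miR-122 activity so hits act as miR-122 inhibitors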
EWS-Fli block: inhibitors of EWS/Fli oncoprotein transcriptional activity. A673 NR0B1-luciferase reporter, viability-normalised. inhibition, % at 12.6 µM. 350,000 compounds, 0.67% hits;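 active = mean inhibition of at least 50% after viability correction, with every replicate also passing that limit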;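 note: firefly luciferase signal divided by Alamar Blue viability fluorescence both relative to DMSO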
Starred values were filed as active, the others as inactive; . = not tested or not shown; & = joins results of further samples; [ ] = dose if it differs, or a comment. Compounds were not picked by outcome. Share with any hit: about 2.5%.

SMILES | PAX8 reporter | Cneo AK release | CASP6 VEID inh | FN deposition inh | PGC1a acetyl inh | LGR2 antag | miR-122 sensor | EWS-Fli block
O=C(C1CCOCC1)N1C[C@@H]2[C@H](c3ccccc31)[C@@H](CO)N2Cc1ccccc1 | -7 | -3 | . | . | -2 | 2 | -28[16.7 µM] | 8
CCCC(=O)Nc1ccc2c(c1)OC[C@H](C)N(Cc1ccncc1)C[C@H](C)[C@@H](OC)CN(C)C2=O | . | . | 0 | -15 | -9 | -18 | . | 8
CC1CCN(C(=S)c2cn(Cc3ccc(F)cc3)c3ccccc23)CC1 | -29 | 13 | 1 | -3 | 2 | 13 | 34 | .
COc1cccc(C(=O)N/N=C2\SCC(=O)N2Cc2ccc3c(c2)OCO3)c1 | -20 | -1 | . | -3 | 3 | . | -8 | .
COc1ccc2oc(C(=O)N(CC(C)C)C3CCS(=O)(=O)C3)c(C)c2c1 (stereo unspecified) | -14 | 2 | 2 | -4 | -11 | -14 | -3 | 4
CN(CC(=O)NCc1ccc(F)cc1)S(=O)(=O)c1ccc2c(c1)n(C)c(=O)c(=O)n2C | -25 | 1 | 2 | -7 | 13 | 0 | . | 3
O=C(NC1CCN(Cc2ccccc2)CC1)c1ccc(Cl)cc1Cl | 10 | 6 | -2 | -1 | -4 | 6 | -14 | 1
COc1ccc(NC(=O)N(C)C[C@H]2Oc3ccc(NC(=O)NC4CCCCC4)cc3CC(=O)N([C@H](C)CO)C[C@H]2C)cc1 | -1 | 1 | 1 | 5 | -14 | 2 | -1[16.7 µM] | 9
COc1ccc(NC(=O)N2CCCCN3[C@H](C2)[C@H](c2ccc(C#Cc4ccccn4)cc2)[C@@H]3CO)cc1 | -12 | 2 | -6 | . | 5 | -7 | 4[16.7 µM] | -2
C[C@@H]1CN([C@@H](C)CO)C(=O)Cc2cc(NC(=O)Nc3ccc4c(c3)OCO4)ccc2O[C@H]1CN(C)CC1CCCCC1 | 83* | 4 | -5 | . | -9 | -9 | -7[16.7 µM] | 2
Nc1ccc2c(c1)CCC2=O | . | -1 | . | 6 | 0 | . | -7 | .
COc1ccc(NC(=O)Nc2ccc3c(c2)C(=O)N([C@@H](C)CO)C[C@H](C)[C@H](CN(C)Cc2ccncc2)OCCCC[C@H](C)O3)cc1 | -3 | 51 | 5 | . | 3 | 7 | 2[16.7 µM] | 1
COc1ccc(CC(=O)Oc2cc(C)[nH]c(=O)c2[N+](=O)[O-])cc1 | 5 | 2 | . | 6 | -1 | 39 | 5 | .
COc1ccc(C2CC(c3ccccc3)=NN2C(=O)COC(=O)c2cc(S(=O)(=O)N3CCOCC3)ccc2Cl)cc1 (stereo unspecified) | 21 | . | 0 | 10 | . | -9 | . | -10
CCn1ncc(/C=N\NC(=O)c2csc3ccccc23)c1C | . | 1 | . | 9 | 4 | . | 4 | .
Cc1ccc(NC(=O)c2cc(NC(=O)c3ccccc3C(=O)O)ccc2N2CCCCC2)cc1 | 18 | . | 4 | 17 | 3 | 24 | . | -2
COCCCn1nnnc1SCC(=O)N1CCN(C(=O)c2ccco2)CC1 | 0 | 0 | 0 | 9 | . | . | -12 | -1
CC(C)(C)C(=O)Nc1cccc(-c2ccc[nH]2)n1 | 7 | . | 5 | . | -2 | -6 | 5 | 7
C[C@H](CO)N1C[C@H](C)[C@@H](CN(C)C(=O)c2ccncc2)OCCCC[C@H](C)Oc2ccc(NS(=O)(=O)c3cn(C)cn3)cc2C1=O | -6 | 50 | -2 | . | 7 | 0 | 8[16.7 µM] | -6
CCC(C)Nc1ncnc2c1cnn2Cc1ccc(Cl)cc1 (stereo unspecified) | 18 | 0 | 0 | 1 | -2 | -20 | -2 | -10
COCC(=O)N1[C@H](CO)[C@H](c2ccc(-c3cccc(OC)c3)cc2)C12CN(C(C)=O)C2 | -8 | . | -3 | . | -10 | 7 | . | -6
Cc1nc2ccccc2c(=O)n1NC(=O)c1ccc([N+](=O)[O-])cc1Cl | -4 | . | 0 | 0 | 3 | 6 | . | -1
CCCN(Cc1ccco1)S(=O)(=O)c1ccc(OC)c(OC)c1 | 21 | . | 0 | -3 | . | -1 | . | 4
COc1cccc(-c2cccc(-c3nc(C(=O)N(C)C)cc4c3[C@@H](CCO)N([S@](=O)C(C)(C)C)C4)c2)c1 | -8 | -3 | -4 | 5 | -42 | 10 | . | 5
Cc1cccc(NC(=S)N(Cc2ccco2)C(C)c2cccs2)c1 (stereo unspecified) | 2 | 3 | 1 | -4 | -5 | 9 | 6 | 7
SMILES | PAX8 reporter | Cneo AK release | CASP6 VEID inh | FN deposition inh | PGC1a acetyl inh | LGR2 antag | miR-122 sensor | EWS-Fli block
COc1ccc(-c2csc(NC(=O)CC(C)C)n2)cc1 | -142 | 1 | . | 2 | -6 | . | -6 | .
O=C(c1ccncc1)N1CC(=O)N2[C@@H](CO)[C@@H](c3ccc(-c4ccccc4F)cc3)[C@@H]2C1 | -8 | . | -1 | . | 8 | -3 | . | -5
COc1ccc(NC(=O)CSc2nnc(C3CC3)n2C)cc1S(=O)(=O)N1CCOCC1 | -2 | -1 | 8 | . | 0 | 0 | -7 | -6
CC(=O)Nc1cc(-c2ccc(C(=O)NC3CC3)cc2)cn2c(-c3cccc(C(F)(F)F)c3)cnc12 | 23 | -1 | -1 | -1 | 2 | -12 | -5 | 2
COc1ccc(CCNC(=O)c2ccc(-c3ccc([N+](=O)[O-])cc3Cl)o2)cc1 | -6 | -3 | -1 | 1 | . | -11 | 44 | 0
C[C@@H]1CN([C@H](C)CO)C(=O)Cc2cc(NC(=O)CCN3CCOCC3)ccc2O[C@@H]1CN(C)Cc1ccncc1 | -21 | 4 | 3 | . | 4 | 10 | 8[16.7 µM] | .
COC(=O)C[C@H]1C[C@@H]2c3cc(NC(=O)NC4CCCCC4)ccc3O[C@@H]2[C@H](CO)O1 | -19 | -3 | 0 | . | -3 | -2 | 5[16.7 µM] | -5
COc1ccc(CCC(=O)NC2CCCc3ccccc32)cc1OC (stereo unspecified) | 14 | 2 | -1 | -4 | 3 | 21 | 0 | 4
Cc1ccc(S(=O)(=O)N(C)CC(=O)OCC(=O)NC(c2ccccc2)c2ccccc2)cc1 | 14 | . | 0 | 4 | . | -6 | . | -3
COc1ccc(C(=O)Nc2ccc3nc(N4CCCCC4)cc(C)c3c2)cc1OC | 17 | -1 | . | 3 | . | -5 | . | .
CCOC(=O)C1(C)CCCN(C(=O)c2cccnc2)C1 (stereo unspecified) | 2 | 2 | -2 | -3 | . | -1 | -2 | -2
Cc1cccc(C(=O)NC2CC3CCCC(C2)N3S(=O)(=O)c2ccccc2)c1 (stereo unspecified) | . | -5 | . | . | 2 | 9 | -2 | .
O=C(CSc1nnc(-c2n[nH]c3ccccc23)n1-c1ccccc1)Nc1cccc(Cl)c1 | 33 | . | . | -2 | -3 | 0 | 0 | .
CCCNc1nc(Cl)nc(NCc2cccnc2)n1 | -11 | . | -11 | 9 | -1 | -6 | . | 12
C[C@@H]1CN([C@@H](C)CO)C(=O)c2cc(NS(=O)(=O)c3ccc(Cl)cc3)ccc2O[C@@H]1CN(C)C | 2 | 4 | 4 | . | 2 | 1 | 17[16.7 µM] | 1
Cc1noc(C)c1S(=O)(=O)N(C)C[C@H]1OCCCC[C@@H](C)Oc2ccc(NS(=O)(=O)c3cn(C)cn3)cc2C(=O)N([C@H](C)CO)C[C@@H]1C | -14&-28 | -2&-1 | 1&-3 | 5&-1 | 9&31 | 9 | -2 | 1&0
CCOc1ccccc1C=NNC(=O)C(=O)NN=Cc1ccccc1OCC | -6 | -2 | -1 | -3 | 1 | 5 | 4 | -8
COc1ccccc1OCc1ccc(C(=O)NN)o1 | -12 | 0 | 0 | -2 | -4 | 0 | -4 | -2
COCC(=O)NCc1ccc2c(c1)cc(C)n2C | 3 | . | -2 | 8 | -5 | 11 | . | -1
CO[C@H]1CN(C)C(=O)c2cc(NC(=O)NC(C)C)ccc2OC[C@@H](C)N(Cc2cncnc2)C[C@@H]1C | -2 | -3 | . | -29 | 9 | 8 | 3[16.7 µM] | 4
COc1ccc(NC(=O)N(C)C[C@H]2Oc3ncc(C#CC(C)C)cc3C(=O)N([C@H](C)CO)C[C@H]2C)cc1 | . | 0 | -3 | -17 | 3 | 14 | 12[16.7 µM] | 0
C/C(=N\NC(=O)c1nnn(-c2nonc2N)c1-c1cccs1)c1ccc(C)cc1 | -9 | 2 | 2 | 12 | . | 3 | -2 | .
Cc1ccccc1-c1nnc(-c2ccccc2C)o1 | -158 | -4 | . | -3 | 4 | . | -2 | .
CCCC#Cc1ccc2c(c1)O[C@@H](CN(C)C(=O)C1CCC1)[C@@H](C)CN([C@H](C)CO)S2(=O)=O | . | -1 | 0 | -1 | -1 | -24 | 6[16.7 µM] | 13
O=C(O)c1ccc(S(=O)(=O)N2CCC(c3nc(-c4ccccc4Cl)no3)CC2)cc1 | . | 2 | . | -1 | 7 | 0 | 3 | .
O=C(COC(=O)c1ccccc1Br)Nc1ccc(F)cc1 | 8 | . | -1 | -3 | 4 | -44 | . | -2
C[C@@H]1CN([C@H](C)CO)C(=O)c2cc(N(C)C)ccc2O[C@@H]1CN(C)C(=O)Nc1ccc(F)cc1 | -3 | 7 | 2 | . | -17 | 13 | -3[16.7 µM] | -8
CNC[C@@H]1Oc2c(NS(=O)(=O)c3ccc(F)cc3)cccc2C(=O)N([C@@H](C)CO)C[C@H]1C | -10 | -14 | 3 | . | 3 | 4 | -3[16.7 µM] | 0

An excerpt of the results above, for reference:
SMILES | PAX8 reporter | Cneo AK release | CASP6 VEID inh | FN deposition inh | PGC1a acetyl inh | LGR2 antag | miR-122 sensor | EWS-Fli block
COc1ccc(NC(=O)N(C)C[C@H]2Oc3ncc(C#CC(C)C)cc3C(=O)N([C@H](C)CO)C[C@H]2C)cc1 | . | 0 | -3 | -17 | 3 | 14 | 12[16.7 µM] | 0
C/C(=N\NC(=O)c1nnn(-c2nonc2N)c1-c1cccs1)c1ccc(C)cc1 | -9 | 2 | 2 | 12 | . | 3 | -2 | .
Cc1ccccc1-c1nnc(-c2ccccc2C)o1 | -158 | -4 | . | -3 | 4 | . | -2 | .
CCCC#Cc1ccc2c(c1)O[C@@H](CN(C)C(=O)C1CCC1)[C@@H](C)CN([C@H](C)CO)S2(=O)=O | . | -1 | 0 | -1 | -1 | -24 | 6[16.7 µM] | 13
O=C(O)c1ccc(S(=O)(=O)N2CCC(c3nc(-c4ccccc4Cl)no3)CC2)cc1 | . | 2 | . | -1 | 7 | 0 | 3 | .
O=C(COC(=O)c1ccccc1Br)Nc1ccc(F)cc1 | 8 | . | -1 | -3 | 4 | -44 | . | -2
C[C@@H]1CN([C@H](C)CO)C(=O)c2cc(N(C)C)ccc2O[C@@H]1CN(C)C(=O)Nc1ccc(F)cc1 | -3 | 7 | 2 | . | -17 | 13 | -3[16.7 µM] | -8
CNC[C@@H]1Oc2c(NS(=O)(=O)c3ccc(F)cc3)cccc2C(=O)N([C@@H](C)CO)C[C@H]1C | -10 | -14 | 3 | . | 3 | 4 | -3[16.7 µM] | 0
